Source: PubChem BioAssay (The Scripps Research Institute Molecular Screening Center)
CHRM1 PAM – positive allosteric modulators of human M1 muscarinic receptor | activation, % at 3 µM | P11229 | CHO-K1 hM1, Fluo-8 calcium fluorescence, ACh EC20; 0% = ACh EC20, 100% = maximal ACh | 360,000 tested, 0.088% active; in the data active means activation above about 19%, passing the limit was not always enough
M1 antag – blocks human M1 muscarinic receptor; P11229; CHO-K1 hM1, Fluo-8 calcium fluorescence, ACh EC80 antagonist; inhibition, % at 3 µM; 360,000 tested, 1.3% active; AID 588852;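 active means percent inhibition above its own plate's cutoff, namely the mean of that plate's compound wells plus 3 SD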;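 further: peak over basal fluorescence ratio during 140 s after agonist addition; 0% = ACh EC80 plus DMSO and 100% = DMSO alone without agonist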
CHRM1 agonist – human M1 muscarinic receptor agonism; activation, % at 3 µM; AID 588814; CHO-K1 hM1, Fluo-8 calcium fluorescence, agonist mode; 0% DMSO, 100% acetylcholine EC100; 360,000 tested, 0.33% active;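 active means activation above the run's mean compound activation plus 3 SD, cut at about 16% in these data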;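 further: peak over basal fluorescence ratio within a 140 s kinetic read after compound addition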
TAAR1 ag – agonists of human TAAR1; Q96RJ0; CHO RD-HGA16 TAAR1, Fluo-8 calcium fluorescence; vehicle wells 0%, saturating PEA agonist 100%; activation, % at 3 µM; 360,000 tested, 0.99% active; AID 624467;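 active means activation above the mean activation of all test compounds in the run plus 3 SD, cut at about 38% in these data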
Target sequence (Q96RJ0 whole entry, looked up): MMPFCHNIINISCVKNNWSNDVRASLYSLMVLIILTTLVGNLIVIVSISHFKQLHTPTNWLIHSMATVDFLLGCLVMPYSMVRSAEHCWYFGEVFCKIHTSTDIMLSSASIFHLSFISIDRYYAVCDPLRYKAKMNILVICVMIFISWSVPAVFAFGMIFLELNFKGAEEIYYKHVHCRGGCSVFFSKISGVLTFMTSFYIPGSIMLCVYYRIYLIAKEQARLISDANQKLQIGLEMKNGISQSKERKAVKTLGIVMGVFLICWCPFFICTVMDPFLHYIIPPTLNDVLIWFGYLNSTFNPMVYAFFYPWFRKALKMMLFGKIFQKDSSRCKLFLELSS
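Test system: RD-HGA16 (CHO) cells co-expressing Gα16 and hTAAR1; dosing: one-point dosing at 3 µM (nominal); timing: 17-24 h seeding, 75 min 37 °C dye, 30 min RT; signal: kinetic Fluo-8 calcium fluorescence; read-out basis: % activation relative to PEA EC100 response; controls: DMSO and PEA EC100; replicates: n 1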
OXTR agonist – agonists of human oxytocin receptor | CHO-OTR cells, Fluo-8 calcium fluorescence; normalized: DMSO 0%, oxytocin 100% | P30559 | 320,000 tested, 0.32% active | AID 2435 | activation, % at 3 µM;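 active means activation above the mean of all tested compounds plus 3 SD, cutoff set per screening run, cut at about 20% in these data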;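 further: peak over basal fluorescence ratio from a 100 s FLIPR kinetic read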
V1aR counter – V1a receptor agonism, counter-screen for OXTR agonists; CHO-V1R cells, Fluo-8 calcium fluorescence, agonist mode; 0% DMSO, 100% 3 nM vasopressin; AID 2797; 320,000 tested, 0.25% active; activation, % at 3 µM; P37288;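 active means activation above the mean activation of all tested compounds plus 3 SD, per screening run, cut at about 20% in these data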;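 further: signal is peak over basal fluorescence ratio across a 100 second FLIPR read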
Target sequence (P37288 whole entry, looked up): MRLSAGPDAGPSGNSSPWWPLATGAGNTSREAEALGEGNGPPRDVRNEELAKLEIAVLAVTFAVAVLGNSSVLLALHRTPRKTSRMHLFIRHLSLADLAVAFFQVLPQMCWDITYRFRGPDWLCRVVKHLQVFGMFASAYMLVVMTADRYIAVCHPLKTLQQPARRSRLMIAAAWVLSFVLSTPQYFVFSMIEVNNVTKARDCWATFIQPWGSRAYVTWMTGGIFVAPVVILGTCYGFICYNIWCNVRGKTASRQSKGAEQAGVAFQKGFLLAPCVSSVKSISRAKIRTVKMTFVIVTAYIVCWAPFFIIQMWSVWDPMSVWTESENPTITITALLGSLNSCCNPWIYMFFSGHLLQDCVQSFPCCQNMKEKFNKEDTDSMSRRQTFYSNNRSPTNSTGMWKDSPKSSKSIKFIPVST
TAAR1 antagonist – antagonists of human TAAR1; Q96RJ0; AID 624466; inhibition, % at 3 µM; CHO RD-HGA16 TAAR1, Fluo-8 calcium fluorescence, antagonist; 360,000 tested, 1.5% active;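 active means inhibition above a per-plate cutoff, the mean inhibition of test compounds on that plate plus 3 SD, cut at about 49% in these data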;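 further: 0% = DMSO plus EC80 beta-PEA response and 100% = DMSO alone without agonist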
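Material: CHO RD-HGA16 cells bearing hTAAR1; compound dosing: one-point dosing, 3 µM nominal final; schedule: dye loading 75 min at 37 °C, then 30 min room temperature; measured by: calcium fluorescence with Fluo-8; control set: vehicle and agonist controls; replication: n of 1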
CHO parental Ca – signal in parental CHO cells, OX1R antagonist counter-screen; parental CHO-K1, ATP-induced calcium, Fluo-8 fluorescence; inhibition, % at 5.6 µM; 330,000 tested, 0.63% active;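 active means inhibition above that plate's mean sample inhibition plus 3 SD, cut at about 26% in these data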;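 further: 0% = ATP-challenged DMSO wells and 100% = DMSO wells without ATP; some compounds past the cut are filed as inactive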
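Material: parental CHO cells / Compound: single nominal dose of 5.6 µM per compound / Signal: Fluo-8 fluorescence / Replicates: singlicate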
OXTR potentiate – potentiators of human oxytocin receptor | CHO-OTR cells, Fluo-8 calcium fluorescence, potentiator mode; 0% = oxytocin EC15, 100% = EC100 | activation, % at 3 µM | 320,000 tested, 0.061% active;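 active means activation above that plate's cutoff, the mean activation of tested compounds plus 3 SD, cut at about 6.6% in these data, passing the limit was not always enough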;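 further: 100% uses oxytocin at 75 nM as the full agonist control; some results filed as inactive read as strong as hits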
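Assay system: CHO cell line stably expressing human OTR. Reagent: EC15 oxytocin agonist. Dosing: single dose, 3.0 µM nominal final compound concentration. Timing: compound 6 min at room temperature before oxytocin, 100 s read. Signal: kinetic Fluo-8 calcium fluorescence. Controls: oxytocin EC15 low and EC100 high.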
Starred values were filed as active, the others as inactive; . = no result given.

structure	CHRM1 PAM	M1 antag	CHRM1 agonist	TAAR1 ag	OXTR agonist	V1aR counter	TAAR1 antagonist	CHO parental Ca	OXTR potentiate
CCN(CC)S(=O)(=O)c1ccc(/C=C/C(=O)OCC(=O)Nc2cccnc2Cl)cc1	-10	9	1	17	7.6	7.8	49*	-8	-9
C=CCn1c(-c2cnn(-c3ccccc3)c2N)n[nH]c1=S	1	-5	0	2	0.7	0.6	-29	0	-5
COc1cc(-c2nc3cnccc3n2C)cc(OC)c1OC	-5	-3	-3	4	0.2	1.3	-3	-1	-1
COc1ccc(NC(=O)/C(C#N)=C/c2ccc(-c3ccccc3C(=O)O)o2)cc1	8	-14	-1	1	-1.2	-0.1	-3	-7	-7
Cc1cc(=O)n(C)c2ccccc12	5	-1	-3	5	0.1	-0.1	9	-8	-8
CN(C)S(=O)(=O)c1ccc(NC(=O)CSc2nnc(-c3ccco3)o2)cc1	13	-11	1	2	4.3	2.4	14	-1	0
CC(Oc1ccc(-c2ccccc2)c(F)c1)c1ccn(S(=O)(=O)c2ccc(Cl)cc2)n1 (stereo not drawn)	1	-1	-1	2	1.2	1.9	7	-4	-17
CCOc1cc(CNCc2cccs2)cc(Br)c1OC	10	-15	-5	0	0.5	2.3	-3	-16	-14
O=C(NCCCO)c1cc2c([nH]c3ccccc32)c(-c2ccccc2)n1	0	-3	-3	8	.	.	7	.	.
CCc1ccc(NC(=O)CCc2ccc(CC)o2)cc1	8	-17	-10	-1	-2.2	-0.1	-12	-1	-9
CC(=O)Oc1ccc([N+](=O)[O-])cc1N1C(=O)c2ccccc2C1=O	10	-14	0	0	-0.1	-0.3	-6	-9	4
CC(O)(Cc1ccccn1)Cc1ccccn1	5	-2	-4	0	.	.	14	.	.
Cc1oc2ccc(O)cc2c1C(=O)c1ccc([N+](=O)[O-])cc1	-3	11	-5	2	-1.1	-0.5	-6	-13	11
COCCn1c(-c2ccc(OC)cc2)cnc1SCC(=O)Nc1cccc2ccccc12	2	3	-6	3	-1.1	2.2	23	-1	-16
CCOC(=O)c1c(NC(=O)COC(=O)c2ccc(Cl)nc2)sc(C)c1C	10	-15	-3	-1	.	.	-4	.	.
CCCCN1C[C@H](c2ccccc2)[C@@H](CC(=O)NC)C1=O	5	-17	1	1	.	.	-11	.	.
O=C1C(Cc2ccc3[nH]ccc3c2)NC(=S)N1c1ccccc1 (stereo not drawn)	-4	4	-2	0	0.4	1.4	-8	-7	-9
O=C(O)c1cc(N/N=C/C(Cl)=C/c2ccccc2)ccc1Cl	7	-9	0	0	0.6	0.2	8	-6	-1
CC1CCCC(C)N1C(=O)Cn1c(=O)sc2ccccc21 (stereo not drawn)	1	-4	-4	-1	0.2	-0.5	-2	-18	4
O=C(NCc1cccnc1)c1ccc(CN2CCc3ccccc3C2)cc1	-1	-3	-6	14	4.2	6.9	1	-9	-8
CC(=O)Oc1c(Sc2ccccc2[N+](=O)[O-])c(C)nn1C(C)(C)C	3	1	-2	4	-2.4	-0.1	0	0	-9
NS(=O)(=O)c1ccc(CCNC(=O)CSc2nc3ccccc3c(=O)n2CCN2CCOCC2)cc1	2	-6	-5	0	0.1	0.7	0	3	-6
O=C(CN(Cc1ccco1)C(=O)c1nsc(Cl)c1Cl)NC1CCCCC1	-2	7	-1	1	-2.5	-1.0	6	-24	-14
COc1cccc(-c2ccc(=O)n(CC(=O)Nc3ccc(C(=O)N4CCCC4)cc3)n2)c1	11	-10	-3	0	-1.8	-1.2	-10	-2	-13
COc1ccc([C@@H]2C[C@H](c3ccccc3)Oc3cc(C)cc(C)c32)cc1	12	-7	-3	0	.	.	9	.	.
COCCNC(=O)C(=O)N/N=C/c1ccc(C(=O)OC)cc1	5	-6	-7	-1	-0.5	0.0	9	-12	-4
COC(=O)C1C(=O)C2=C(CC1C)NC(C)=C(C(=O)OCCOc1ccccc1)C2c1ccc(C)o1 (stereo not drawn)	2	-6	-1	6	-2.1	0.0	21	-8	-14
CN(C(=O)CSc1cn(CC(=O)N2CCOCC2)c2ccccc12)c1ccccc1	-1	6	-2	4	1.5	0.7	-11	-16	-7
CCOC(=O)N1CCN(C(=O)CNC(=O)c2ccc(Cl)cc2)CC1	0	4	-2	1	0.2	0.4	-24	-10	-4
COc1cc2ccccc2cc1C(=O)N1CCOCC1	7	-8	-2	0	0.2	0.6	-15	-9	5

The last 4 compounds of the part above open the next one:
structure	CHRM1 PAM	M1 antag	CHRM1 agonist	TAAR1 ag	OXTR agonist	V1aR counter	TAAR1 antagonist	CHO parental Ca	OXTR potentiate
COC(=O)C1C(=O)C2=C(CC1C)NC(C)=C(C(=O)OCCOc1ccccc1)C2c1ccc(C)o1 (stereo not drawn)	2	-6	-1	6	-2.1	0.0	21	-8	-14
CN(C(=O)CSc1cn(CC(=O)N2CCOCC2)c2ccccc12)c1ccccc1	-1	6	-2	4	1.5	0.7	-11	-16	-7
CCOC(=O)N1CCN(C(=O)CNC(=O)c2ccc(Cl)cc2)CC1	0	4	-2	1	0.2	0.4	-24	-10	-4
COc1cc2ccccc2cc1C(=O)N1CCOCC1	7	-8	-2	0	0.2	0.6	-15	-9	5
CCOc1cc(/C=N/n2c(C)nnc2C)ccc1O	6	-9	-1	8	0.2	-0.4	-14	5	-3
Cc1cccc(OCCCN2CCCCCC2)c1	-13	19	-12	2	0.3	0.1	-14	-10	-1
CN1CCN(/N=C/c2ccc(C#N)cc2)CC1	11	-5	-6	9	2.7	1.4	8	-8	1
CCCCNC(=O)CNC(=S)N(Cc1ccccc1)Cc1cccnc1	6	-8	-7	-2	0.3	0.2	-5	-19	0
O=C(NCCCc1ccc(F)cc1)C1CCC(=O)N(CC2CCCCC2)C1 (stereo not drawn)	12	-12	-1	0	-0.8	0.1	-36	-16	3
COc1ccc(C(=O)CSc2nnc(-c3ccc(C)cc3)o2)cc1	1	7	-3	6	0.7	1.0	8	-5	0
O=C(Nc1ccc2nc(N3CCOCC3)sc2c1)c1cc2ccccc2o1	-9	-7	0	11	.	.	36	.	.
C=C[C@H](Cc1ccccc1)N(Cc1ccccc1)S(=O)(=O)N(Cc1ccccc1)[C@H](C=C)Cc1ccccc1	9	-10	-4	5	2.1	0.6	17	-17	-9
Cc1cnc(CN(C)C(=O)c2cc(COc3c(F)cccc3F)on2)[nH]1	4	0	-9	0	-0.5	0.7	-2	-7	-5
COc1ccc(C2=NN(S(=O)(=O)c3ccccc3)C(c3ccccc3)C2)cc1 (stereo not drawn)	6	-10	-1	-3	-1.0	-0.1	-5	9	-4
CC(C)OC(=O)c1ccc(NCc2cc(O)ccc2O)cc1	10	-11	3	14	.	.	-3	.	.
COc1ccc(-c2ccc3c(c2)O/C(=C\c2ccsc2)C3=O)cn1	2	-3	-4	2	1.7	0.1	-2	-8	-5
CCOC(=O)c1nn(-c2ccc(C)cc2)c(C)c1C(C)=O	10	-8	-5	2	-1.9	-0.8	-6	-8	-3
O=S1(=O)CCN(C2CCCCCC2)CC1	11	-18	0	3	.	.	-3	.	.
CSC(=NC#N)N1CCN(C(=NC#N)SC)CC1	14	-7	-3	-1	0.0	0.1	5	-15	-5
CC1(C)Oc2ccc(C(=O)NC3CCCCC3)cc2N(CC#N)C1=O	2	3	-4	1	0.9	0.6	-2	12	-12
CC(C)(C)c1nc(NCCN2CCOCC2)c2nnn(Cc3ccccc3Cl)c2n1	-1	4	-3	10	0.1	-0.4	-27	-21	0
O=C(CSc1ncn[nH]1)N1N=C(c2ccc(Cl)cc2)CC1c1ccco1 (stereo not drawn)	7	-8	-5	-1	2.4	-1.1	7	-18	-6
Cc1ccc(S(=O)(=O)/N=C(/Sc2ccccc2C(=O)O)c2ccccc2)cc1	4	4	0	0	-0.1	0.0	-13	2	-7
C#CCOCCOCCOCCNc1nc(N2CCN(C(=O)CCCCCCCCCCNC(=O)[C@@H](CCC(=O)O)n3cc(CCCCCN)nn3)CC2)nc(N2CCN(C(=O)CCCCCCCCCCNC(=O)[C@H](CCCCN)n3cc(C[C@@H](C)CC)nn3)CC2)n1	-16	10	20*	.	7.0	45*	.	-1	-16
Cc1sc(NC(=O)CN2CCOCC2)nc1-c1ccc2c(c1)CCN2S(=O)(=O)c1ccccc1	-7	18	0	21	15	8.6	30	22	-14

Four entries drawn at random from those above:
structure	CHRM1 PAM	M1 antag	CHRM1 agonist	TAAR1 ag	OXTR agonist	V1aR counter	TAAR1 antagonist	CHO parental Ca	OXTR potentiate
C#CCOCCOCCOCCNc1nc(N2CCN(C(=O)CCCCCCCCCCNC(=O)[C@@H](CCC(=O)O)n3cc(CCCCCN)nn3)CC2)nc(N2CCN(C(=O)CCCCCCCCCCNC(=O)[C@H](CCCCN)n3cc(C[C@@H](C)CC)nn3)CC2)n1	-16	10	20*	.	7.0	45*	.	-1	-16
COc1ccc(C2=NN(S(=O)(=O)c3ccccc3)C(c3ccccc3)C2)cc1 (stereo not drawn)	6	-10	-1	-3	-1.0	-0.1	-5	9	-4
O=C(Nc1ccc2nc(N3CCOCC3)sc2c1)c1cc2ccccc2o1	-9	-7	0	11	.	.	36	.	.
Cc1ccc(S(=O)(=O)/N=C(/Sc2ccccc2C(=O)O)c2ccccc2)cc1	4	4	0	0	-0.1	0.0	-13	2	-7

Only CHRM1 PAM and OXTR agonist, for two of the compounds above:
structure	CHRM1 PAM	OXTR agonist
CC(C)(C)c1nc(NCCN2CCOCC2)c2nnn(Cc3ccccc3Cl)c2n1	-1	0.1
O=C(CSc1ncn[nH]1)N1N=C(c2ccc(Cl)cc2)CC1c1ccco1 (stereo not drawn)	7	2.4
